CRFR2-BP antag: blocks CRF-induced signaling of the CRF-BP/CRF-R2 complex. HEK293 CRF-R2/CRF-BP, CRF-induced calcium fluorescence. inhibition, % at 11.8 µM. 350,000 compounds, 0.59% hits. AID 588475;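 active means inhibition of the ligand-induced calcium signal above about 50% at the single tested concentration, limit read from the data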
CHRM5 agonist: CHRM5 agonism in calcium assay | activation, % at 3 µM | P08912 | AID 624037 | CHO-K1 hM5 cells, Fluo-8 calcium fluorescence; 0% DMSO wells, 100% maximal acetylcholine response | 360,000 compounds, 0.19% hits;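 active means activation above the run's mean over test compounds plus 3 SD, cut at about 23% in these data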;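 further: signal is peak over basal fluorescence ratio across the kinetic read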
Target sequence (P08912 whole entry, looked up): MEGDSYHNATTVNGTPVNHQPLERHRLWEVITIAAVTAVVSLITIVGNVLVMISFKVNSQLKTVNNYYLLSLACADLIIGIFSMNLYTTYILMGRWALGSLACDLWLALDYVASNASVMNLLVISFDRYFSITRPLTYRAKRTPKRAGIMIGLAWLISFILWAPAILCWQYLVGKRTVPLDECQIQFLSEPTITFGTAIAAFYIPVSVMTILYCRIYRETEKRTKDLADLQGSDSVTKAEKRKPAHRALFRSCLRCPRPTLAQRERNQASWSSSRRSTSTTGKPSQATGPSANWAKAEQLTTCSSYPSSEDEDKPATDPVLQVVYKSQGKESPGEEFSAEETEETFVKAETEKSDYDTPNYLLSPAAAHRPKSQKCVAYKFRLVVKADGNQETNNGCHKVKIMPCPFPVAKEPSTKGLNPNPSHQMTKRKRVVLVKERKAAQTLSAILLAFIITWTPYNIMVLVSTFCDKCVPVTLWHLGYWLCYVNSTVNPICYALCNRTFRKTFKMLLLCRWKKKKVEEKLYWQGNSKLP
CHRM4 PAM: CHRM4 positive allosteric modulation | P08173 | CHO-K1 hM4/Gqi5, Fluo-8 calcium fluorescence, ACh EC20; 0% = ACh EC20, 100% = maximal ACh | activation, % at 3 µM | 360,000 compounds, 0.4% hits;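 active means activation above its plate's cutoff, the mean activation of sample wells plus 3 SD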; further: some results filed as inactive read as strong as hits
TAAR1 antag: human TAAR1 antagonism. CHO RD-HGA16 TAAR1, Fluo-8 calcium fluorescence, antagonist. inhibition, % at 3 µM. 360,000 compounds, 1.5% hits. AID 624466;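 active means inhibition above a per-plate cutoff, the mean inhibition of test compounds on that plate plus 3 SD, cut at about 49% in these data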;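 further: 0% = DMSO plus EC80 beta-PEA response and 100% = DMSO alone without agonist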
Target sequence (Q96RJ0 whole entry, looked up): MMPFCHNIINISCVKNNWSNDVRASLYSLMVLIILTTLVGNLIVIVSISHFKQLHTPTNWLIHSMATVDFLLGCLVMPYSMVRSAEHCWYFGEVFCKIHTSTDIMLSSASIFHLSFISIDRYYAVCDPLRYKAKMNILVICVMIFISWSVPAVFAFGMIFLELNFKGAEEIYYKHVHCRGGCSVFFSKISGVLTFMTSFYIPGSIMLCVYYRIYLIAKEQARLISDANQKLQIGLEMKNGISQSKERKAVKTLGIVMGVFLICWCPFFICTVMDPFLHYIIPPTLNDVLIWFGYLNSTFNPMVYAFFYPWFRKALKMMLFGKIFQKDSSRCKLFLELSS
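test system = CHO RD-HGA16 cells bearing hTAAR1 | replication = singlicate | controls = DMSO-only wells and EC80 β-PEA-stimulated wells | reagent = EC80 β-phenethylamine stimulus | read-out basis = percent inhibition of PEA-evoked calcium signal, max/basal emission ratio | schedule = seeding 17-24 h prior, 75-min 37 °C, 30-min RT dye loading | signal = kinetic Fluo-8 calcium fluorescence measurement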
TAAR1 ag: agonists of human TAAR1 | Q96RJ0 | CHO RD-HGA16 TAAR1, Fluo-8 calcium fluorescence; vehicle wells 0%, saturating PEA agonist 100% | activation, % at 3 µM | 360,000 compounds, 0.99% hits | AID 624467;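 active means activation above the mean activation of all test compounds in the run plus 3 SD, cut at about 38% in these data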
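System: CHO-derived RD-HGA16 cells with stable Gα16 and human TAAR1 / Times: 17-24 h plating, Fluo-8 75 min 37 °C, 30 min RT / Technique: calcium-sensitive Fluo-8 signal, excitation 470-495, emission 515-575 nm / Measure: % activation relative to PEA EC100 response / Benchmarks: DMSO and PEA EC100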
M5 antag: antagonists of human muscarinic M5 receptor (CHRM5). P08912. CHO-hM5 cells, Fluo-8 calcium fluorescence, ACh EC80. inhibition, % at 3 µM. 360,000 compounds, 0.59% hits;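 active means inhibition above a per-plate cutoff, the mean of that plate's test compounds plus 3 SD, cut at about 27% in these data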;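 further: 0% = acetylcholine EC80 with DMSO and 100% = DMSO without agonist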
CRFR2-BP ag: CRF-BP/CRF-R2 complex agonism; HEK293 CRF-R2/CRF-BP, calcium dye fluorescence (FLIPR); percent of saturating CRF peptide response; 350,000 compounds, 0.46% hits; activation, % at 13.2 µM;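 active means activation of at least 50%, plus an integration ratio under a set limit after plate pattern correction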;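 further: plate controls were neutral control wells without compound for no effect and CRF at EC100 for full effect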
M1 PAM parental: nonselective activator or artifact in parental CHO-K1 calcium assay; ATP EC20, Fluo-8 calcium fluorescence; 0% at ATP EC20, 100% at ATP max; activation, % at 3 µM; 360,000 compounds, 0.02% hits; AID 602247;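 active means activation above the run cutoff, the mean activation of all test compounds plus 3 SD, cut at about 40% in these data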;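 further: peak over basal fluorescence ratio in a 140 s read after ATP addition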
CHRM5 PAM: positive allosteric modulators of human muscarinic M5 receptor; P08912; CHO-K1 hM5, Fluo-8 calcium, ACh EC20 PAM; 0% = ACh EC20, 100% = ACh EC100; activation, % at 3 µM; 360,000 compounds, 0.3% hits; AID 624038;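 active means activation above the run cutoff, the mean activation of all test compounds plus 3 SD, cut at about 18% in these data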
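System – CHO-K1 hM5 cells · Compound – 3 µM, single dose · Incubation – compound preincubation 140 s before EC20 acetylcholine addition · Technique – Fluo-8 calcium fluorescence · Measure – Max/basal fluorescence ratio as % of EC20–EC100 ACh window · Benchmarks – low control EC20 acetylcholine (0%), high control EC100 acetylcholine (100%) · Replication – singlicate, one well per test compound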
An asterisk follows results filed as active; . = no result given.

SMILES	CRFR2-BP antag	CHRM5 agonist	CHRM4 PAM	TAAR1 antag	TAAR1 ag	M5 antag	CRFR2-BP ag	M1 PAM parental	CHRM5 PAM
O=C(O)C1Sc2[nH]c(=O)sc2C2c3cc(Br)ccc3OC(=O)C12 (stereo not drawn)	-5	-1	2	-2	1	-3	1.6	20	10
Cc1[nH]c2ccc(OC(=O)N3CCOCC3)cc2c1C(=O)OC(C)C	-1	0	-9	-7	5	5	-1.1	11	2
N=C1S/C(=C\c2ccco2)C(=O)N1c1ccc2c(c1)OCO2	0	-3	-7	-3	2	6	-0.3	-10	-4
CC1(C)CC(=O)C2=C(C1)N=c1s/c(=C/c3ccc(F)c(F)c3)c(=O)n1C2c1ccc(F)cc1 (stereo not drawn)	-20	-4	11	1	17	2	12	-4	-2
Cc1nc(N2CCN(Cc3ccc(Cl)cc3)CC2)c2oc3ccccc3c2n1	-11	2	-5	-28	0	-4	1.6	24	7
Cc1ccsc1/C=N/NC(=S)NCCc1ccccc1	-2	-8	-1	-33	-1	-2	-2.8	12	11
NC(=O)CSc1ccc(S(=O)(=O)N2CCOCC2)cn1	5	3	6	-25	-1	2	1.0	-10	1
c1ccc2c(c1)nnn2CNc1nccs1	35	-1	22*	3	6	-6	5.5	13	3
CC(=O)Nc1cccc(-c2ccnc3c2CC(C(=O)NC(C)C)O3)c1 (stereo not drawn)	.	2	1	-1	0	8	.	8	-1
COc1ccccc1N(C)C(=O)c1cc(S(=O)(=O)N2CCCC2)cn1C	19	1	5	-7	1	4	0.0	6	-3
CC1CN(C(=O)CCC(=O)NC(C)c2ccccc2)c2cc(Cl)ccc2O1 (stereo not drawn)	7	0	-7	7	0	8	-0.2	7	-7
Cc1ccccc1C(=O)NC(CC(C)C)C(=O)Nc1cccc(S(=O)(=O)N(C)C)c1 (stereo not drawn)	1	-1	1	5	11	4	-0.9	7	-1
COc1ccc(N2CCN(CCNC(=O)c3nnc(Cc4c(F)cccc4Cl)o3)CC2)cc1	0	1	-4	2	16	1	-0.5	23	-2
CCOC(=O)Nc1cc2c(c(N)n1)N=C(c1ccccc1)CN2	-80	14	-3	10	10	10	65*	26	-3
CC(C)(CCC(=S)N1CCOCC1)C1CCCCC1	15	2	1	-37	2	1	-0.6	16	0
CSCc1cc(N(C)C)nc(SCc2ccc(Cl)c(Cl)c2)n1	-7	0	-8	-22	0	-6	0.9	22	3
Cn1c(=S)[nH]c2cccnc21	-27	-2	6	-11	17	2	1.1	-5	10
CCOC(=O)c1sc(=S)n(Cc2ccccc2)c1N	-26	1	-3	17	17	-7	18	15	2
CCO[C@H]1OC(C(=O)NCc2nc3ccccc3[nH]2)=C[C@@H](c2ccc(Br)cc2)[C@@H]1CCCO	-7	-10	1	20	10	7	0.8	22	3
CC1(C(=O)NS(=O)(=O)c2ccc(F)cc2F)CCN1C(=O)C1(c2ccc(Cl)cc2)CCC1 (stereo not drawn)	.	0	-3	-8	0	-4	.	4	3
OC(CNCc1ccccc1)c1ccccc1 (stereo not drawn)	6	1	-8	4	3	7	-0.1	-4	-1
CC(C)CNC(=O)c1ccc(NC(=O)c2ccccc2[N+](=O)[O-])cc1	2	2	16	-28	5	0	-1.5	-7	4
Cc1ccccc1-n1ncc2c1CC(C)(C)CC2NC(=O)CSc1ccncc1 (stereo not drawn)	1	-6	-8	7	3	-11	-2.4	5	-1
Cc1ccc(C)c(NC(=O)C2CCCN(S(=O)(=O)c3c(C)nn(C)c3C)C2)c1 (stereo not drawn)	-24	-1	-3	24	8	12	2.2	-12	-5
Cc1ccc(C)c(NC(=S)N(CCc2nc3cc(C)c(C)cc3[nH]2)Cc2cccnc2)c1	7	1	-8	-12	6	-6	-1.2	11	6
CCOC(=O)C1=CN(Cc2cccc(F)c2)S(=O)(=O)N(C)C1CCc1ccccc1 (stereo not drawn)	7	0	-4	5	1	-7	4.0	11	3
Cc1ccc(NC(=O)CC2C(=O)N(Cc3ccccc3)C(=S)N2NC(=O)c2ccccc2)c(C)c1 (stereo not drawn)	-5	2	9	-2	1	4	-1.2	9	0
CC(=NCC1CCCO1)c1c(O)[nH]c(=O)[nH]c1=O (stereo not drawn)	-23	1	2	7	2	1	-0.7	11	3
CCCN(C(=O)CSCc1ccc(Cl)cc1)c1c(N)n(Cc2ccccc2)c(=O)[nH]c1=O	-2	1	2	-19	1	0	-1.5	1	-5
Cc1ccc(C)n1-c1ccc(C(=O)N2CCC(C(N)=O)CC2)cc1	-5	-8	4	-7	0	4	1.9	16	7
Cc1ccc(-n2nnnc2SCc2nnc(-c3ccccc3Br)o2)cc1	136*	2	2	-5	8	11	1.2	7	-10
COc1ccccc1CNc1nc(Nc2ccccc2OC)c2sccc2n1	.	2	-5	.	.	18	.	-5	-13
Cc1cc(=O)n2[nH]c(SCc3ccc(Cl)cc3)nc2n1	2	-3	-13	-36	2	14	0.2	4	-9
COc1ccccc1NC(CC(=O)c1ccccc1)C(=O)OCC(=O)c1ccc(F)cc1 (stereo not drawn)	16	-2	-8	14	1	11	-0.8	19	-7
Cc1cc2nsnc2c(S(=O)(=O)N2CCN(C)CC2)c1C	5	-1	1	-5	-2	13	-0.5	10	2
CCN(CC)c1ccc(NC(=O)CSc2nc(C3CC3)nc3ccccc23)cc1C	1	-3	0	-7	-2	5	0.2	4	3
NC(=O)Cc1c[nH]c2cccc(O)c12	11	4	1	14	3	1	0.8	-1	-2
NC(=O)C1(N2CCCCC2)CCN(C(=S)Nc2ccc(F)cc2)CC1	3	-3	0	-5	1	-7	0.4	-7	0
Cn1nc(-c2ccc(N3CCOCC3)c(NS(=O)(=O)c3ccccc3)c2)c2ccccc2c1=O	28	0	2	-4	12	6	-1.5	-3	-5
COc1ccc(N2CC(C(=O)Nc3nnc(SCC(=O)NCC4CCCO4)s3)CC2=O)cc1 (stereo not drawn)	11	1	-3	-5	-1	6	3.0	10	-2
Oc1ccc(-n2nnnc2SCc2ccccc2Br)cc1	43	-6	-4	.	.	6	5.8	-2	-11
COc1ccc(S(=O)(=O)Nc2cccc(Cl)c2)cc1OC	-18	0	1	12	17	2	-0.7	8	-6
CC(C)CC1C(=O)N(Cc2cn(Cc3ccco3)nn2)CCS(=O)(=O)N1Cc1ccc(-c2ccc(F)cc2)cc1 (stereo not drawn)	-26	0	-8	46	5	-1	0.4	4	0

11 compounds out of the list, ordered by molar mass, descending.
SMILES	CRFR2-BP antag	CHRM5 agonist	CHRM4 PAM	TAAR1 antag	TAAR1 ag	M5 antag	CRFR2-BP ag	M1 PAM parental	CHRM5 PAM
CC(C)CC1C(=O)N(Cc2cn(Cc3ccco3)nn2)CCS(=O)(=O)N1Cc1ccc(-c2ccc(F)cc2)cc1 (stereo not drawn)	-26	0	-8	46	5	-1	0.4	4	0
COc1ccc(N2CC(C(=O)Nc3nnc(SCC(=O)NCC4CCCO4)s3)CC2=O)cc1 (stereo not drawn)	11	1	-3	-5	-1	6	3.0	10	-2
Cn1nc(-c2ccc(N3CCOCC3)c(NS(=O)(=O)c3ccccc3)c2)c2ccccc2c1=O	28	0	2	-4	12	6	-1.5	-3	-5
COc1ccccc1NC(CC(=O)c1ccccc1)C(=O)OCC(=O)c1ccc(F)cc1 (stereo not drawn)	16	-2	-8	14	1	11	-0.8	19	-7
CCN(CC)c1ccc(NC(=O)CSc2nc(C3CC3)nc3ccccc23)cc1C	1	-3	0	-7	-2	5	0.2	4	3
COc1ccccc1CNc1nc(Nc2ccccc2OC)c2sccc2n1	.	2	-5	.	.	18	.	-5	-13
NC(=O)C1(N2CCCCC2)CCN(C(=S)Nc2ccc(F)cc2)CC1	3	-3	0	-5	1	-7	0.4	-7	0
Oc1ccc(-n2nnnc2SCc2ccccc2Br)cc1	43	-6	-4	.	.	6	5.8	-2	-11
Cc1cc2nsnc2c(S(=O)(=O)N2CCN(C)CC2)c1C	5	-1	1	-5	-2	13	-0.5	10	2
Cc1cc(=O)n2[nH]c(SCc3ccc(Cl)cc3)nc2n1	2	-3	-13	-36	2	14	0.2	4	-9
NC(=O)Cc1c[nH]c2cccc(O)c12	11	4	1	14	3	1	0.8	-1	-2

The order is random. Share with any hit: about 4.2%.
